Sm TGR block: S. mansoni TGR enzyme inhibition; Q962Y6; purified TGR, DTNB reduction, TNB absorbance 405 nm; Potency, µM (titrated, usually from 114 µM), without a hit: at the top dose activity change, negative = inhibition, hits mostly inhibitors; 3% of 360,000 active; active = well fitted inhibition curve with a large enough effect; inconclusive = small, poorly fitted or top-dose-only effect; inactive = no such curve, though single readings can be large or run the other way; also: nearly all actives have a fitted effect of over 60% in size
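First, TGR (20 nM dispensed) and NADPH were mixed with compound. Second, a 15 min room-temperature incubation followed. Third, further NADPH and then DTNB were added to start the reaction. Finally, TNB absorbance was monitored kinetically.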
* = called active by the depositor; ? = inconclusive. % is scaled to controls: 0 for no effect and ±100 for the full control effect; potency is read from the fitted curve at half-maximal effect. Some of the compounds tested. The share of hits here may be higher or lower than overall.

nr	structure	Sm TGR block
1	CCc1ccccc1NC(=O)C1CCN(S(=O)(=O)c2ccc3[nH]c(=O)ccc3c2)CC1	7.6%
2	COc1ccc(NC(=O)CCCc2nc(-c3ccco3)no2)c(OC)c1	2.5%
3	CCOC(=O)C1CCN(S(=O)(=O)c2cc(-c3onc(C)c3C)ccc2C)CC1	5.9%
4	CCc1ccccc1NC(=O)CC1Sc2ccc(C(F)(F)F)cc2NC1=O (stereo unspecified)	?
5	CCOC(=O)c1ccc(NC(=O)CSc2nc(C)c(Cc3ccccc3)c(=O)[nH]2)cc1	-3.1%
6	Cn1c(=O)n(CCc2ccccc2)c(=O)c2c1nc1n2CCN1c1ccc(Cl)cc1	0.8%
7	Cc1ccc(N(Cc2cccs2)C(=O)c2ccco2)cc1	-0.3%
8	Cn1cc(S(=O)(=O)N2CCCCCC2)cc1C(=O)N1CCN(c2cccc(C(F)(F)F)c2)CC1	-3.5%
9	Cc1ccc(C)c(CN2C(=O)C(=O)c3ccccc32)c1	3.4%
10	CCCNC(=O)N1[C@H](c2cccs2)[C@@H](C)C(=O)[C@@H](C)[C@@H]1c1cccs1	7.9%
11	COc1ccccc1Nc1nc(-c2ccc(F)cc2)c2c(n1)-c1ccccc1OC2	5.7%
12	COc1ccc(NC(=O)N(Cc2nnc3n2CCCCC3)c2ccc(OC)c(Cl)c2)cc1	0.9%
13	COc1cccc(C(=O)N(Cc2cccc(Cl)c2)Cc2ccco2)c1	8.8%
14	Cc1ccc2c(=O)c(C(=O)c3ccccc3)cn(CC(=O)Nc3ccc(C)c(Cl)c3)c2n1	3.0%
15	CNS(=O)(=O)c1cn(CC(=O)Nc2ccc(F)cc2F)cc1S(=O)(=O)NC	-7.4%
16	CCOc1ccc(N(CC)S(=O)(=O)N2CCCC(C(=O)NCc3ccccc3OCC)C2)cc1 (stereo unspecified)	8.2%
17	O=C(CS(=O)(=O)c1cccc2nsnc12)Nc1ccc(F)cc1F	-32.0%
18	CCCOc1ccc(NC(=O)CC2C(=O)N(c3cccc(C)c3)C(=O)N2CCc2ccncc2)cc1 (stereo unspecified)	0.9%
19	Cc1ccc(C)c(NC(=O)Cn2c(=O)n(-c3ccccc3C)c(=O)c3c2c2cc(C)ccc2n3C)c1	-10.2%
20	Cc1ccc(NC(=O)C2CCN(C(=O)c3sc4nc[nH]c(=O)c4c3C)CC2)cc1F	-1.0%
21	CCC(=O)N1CCc2cc(Br)cc(S(=O)(=O)N3CCCC(C(=O)Nc4cc(C)ccc4OC)C3)c21 (stereo unspecified)	9.3%
22	Cc1ccc2nc(-c3ccc(NC(=O)c4ccccc4S(C)(=O)=O)cc3)sc2c1	10.4%
23	COc1cc(OC)c(NC(=O)N2CCC(CN3CCOCC3)CC2)cc1Cl	-3.6%
24	CCCn1c2ccccc2c2cnn(CC(=O)NCCc3ccc(OC)cc3OC)c(=O)c21	-0.1%
25	O=C(Nc1ccc(F)cc1C(F)(F)F)C1CCN(c2ncccn2)CC1	-2.7%
26	Cc1ccc(NC(=O)CN2CCN(C3CCCCC3)C(=O)C2=O)cc1C	1.2%
27	CCOC(=O)c1ccc(N2C(=O)c3n[nH]c(C)c3C2c2ccccc2OC)cc1 (stereo unspecified)	-3.2%
28	CCCOc1ccc(-c2cccc(NS(=O)(=O)c3cc(OC)ccc3OC)c2)nn1	-5.2%
29	CCOCCc1nn2c(=O)cc(COC(=O)c3ccccc3NC(=O)c3cccs3)nc2s1	-0.8%
30	CCC(=O)N1CCc2cc(Br)cc(S(=O)(=O)N3CCN(c4cccc(Cl)c4)CC3)c21	2.3%
31	O=C(NCc1ccc(F)cc1)c1ccc2oc(=O)n(Cc3ccccc3)c2c1	3.9%
32	CCOC(=O)c1c(C)[nH]c(CCC(=O)NCc2cccc(OC)c2)c1C	-3.6%
33	Cc1ccc(C)c(Oc2nc3c(c(=O)n(C)c(=O)n3C)n2Cc2ccccc2)c1	1.6%
34	Cc1nc2cccnc2n1-c1cccc(C(=O)N2CCN(c3ccc(Cl)cc3)CC2)c1	5.3%
35	O=C(NCc1ccccc1Cl)c1cc2ccccc2o1	4.0%
36	COc1ccc(C)cc1NC(=O)c1oc2ccc(S(=O)(=O)N3CCCCC3)cc2c1C	1.2%
37	CCN(Cc1ccccc1)C(=O)c1cnn(-c2ccc(F)cc2)c1-n1cccc1	-1.3%
38	CCc1nnc(SCc2cccc(Cl)c2)c2cc3sccc3n12	-0.4%
39	Cc1ccc(-n2ncc(C(=O)NCCCN3CCc4ccccc4C3)c2C2CCN(C(=O)OC(C)(C)C)CC2)cc1C	-3.2%
40	CC(=O)Nc1ccc(C)cc1-c1nc2ccccc2n(CC(=O)Nc2cc(Cl)ccc2C)c1=O	-1.8%
41	COCCCn1c(SCC(=O)Nc2ccc(OC)cc2)nc2c(sc3ccccc32)c1=O	8.8%
42	Cc1cccc(N2CCN(C(=O)c3cc4c(=O)[nH]c5ccc(C)cc5c4s3)CC2C)c1 (stereo unspecified)	1.7%
43	CCOc1ccc(NC(=O)Cn2c(=O)n(CCCCC(=O)NCc3ccc4c(c3)OCO4)c(=O)c3ccccc32)cc1	-0.7%
44	COc1ccc(N2CCN(S(=O)(=O)CCNC(=O)c3ccc(OC(C)C)cc3)CC2)cc1	6.6%
45	Cc1ccc(-c2nnc(Nc3ccc(Br)cc3)c3ccccc23)cc1S(=O)(=O)N1CCN(C)CC1	1.1%
46	Fc1ccc(-n2ncc3c(Nc4ccc(Oc5ccccc5)cc4)ncnc32)cc1	8.2%
47	O=C(CSc1nccn1Cc1ccc(Cl)cc1)NC1CCCC1	-1.6%
48	COc1cccc(C(=O)NCCc2sc(-c3cccc(C)c3)nc2C)c1	11.5%
49	COc1ccccc1CCNC(=O)C(=O)NCC(c1ccco1)S(=O)(=O)c1ccccc1 (stereo unspecified)	35.5µM*
50	COc1ccc(-c2cc(C(F)(F)F)nc(SCC(=O)N3CCCCC3)n2)cc1	0.6%
51	CCCc1nnc(NC(=O)Cc2coc3ccc(C)cc23)s1	3.9%
52	CCCCOc1cccc(NC(=O)CSc2nnc(C)s2)c1	-3.4%
53	CCN(CC)C(=O)c1ccc(Nc2nnc(-c3ccc(C)c(S(=O)(=O)NC)c3)c3ccccc23)cc1	-0.7%
54	CCCCN(Cc1cc2cc(C)ccc2[nH]c1=O)C(=O)c1cccc(Cl)c1	3.3%
55	Cc1ccc(S(=O)(=O)N2CCN(C(=O)c3cc(-c4ccc(Br)cc4)n[nH]3)CC2)c(C)c1	2.7%
56	CCOC(=O)C1=C(CS(=O)(=O)c2ccc(C(C)(C)C)cc2)NC(=O)NC1c1cccc(OC)c1 (stereo unspecified)	-0.6%

Following part:
nr	structure	Sm TGR block
57	CC(=O)N1CCc2cc(Br)cc(S(=O)(=O)NCCc3cccc(C)c3)c21	-8.7%
58	CC(CCc1ccccc1)NC(=O)Cn1ncc2c3ccccc3n(Cc3ccccc3F)c2c1=O (stereo unspecified)	1.7%
59	COc1ccc2nc(NC(=O)c3cc(=O)c4cc(C)c(C)cc4o3)sc2c1	0.6%
60	COc1ccc(-c2cc(C(=O)Oc3ccc(C)c(C)c3)c3ccccc3n2)cc1	4.6%
61	COc1ccc(-c2noc(C3CC(=O)N(c4ccccc4)C3)n2)c(OC)c1 (stereo unspecified)	?
62	CCOC(=O)c1c(C)[nH]c(C)c1S(=O)(=O)N1CCCC(C(=O)Nc2ccc(C)cn2)C1 (stereo unspecified)	5.4%
63	Cc1ccc(OCCn2c(-c3ccc(Br)cc3)nc3ccccc3c2=O)cc1C	-3.6%
64	CCOC(=O)CSc1nc2c(sc3ccccc32)c(=O)n1CCO	9.4%
65	CC1CCN(C(=O)c2cc(-c3ccc(Cl)cc3)on2)CC1	5.2%
66	Cc1nc2nc(SCC(=O)NC(C)c3ccccc3)nn2c(C)c1Cc1c(F)cccc1Cl (stereo unspecified)	-9.0%
67	CCc1ccc(CNC(=O)c2cc3c(=O)n(CC)c4ccccc4c3s2)cc1	8.1%
68	O=C(CC1N=C2c3ccccc3N=C(SCc3ccccc3Cl)N2C1=O)NCCc1ccccc1 (stereo unspecified)	5.7%
69	Cc1ccccc1Nc1c(-c2ccc(N3CCOCC3)cc2)nc2ccc(Cl)cn12	0.1%
70	O=C(Nc1ccc2nc(SCC(=O)N3CCc4ccccc43)sc2c1)c1ccccc1	-3.6%
71	Cc1ccc(OCCCC(=O)Nc2sc3c(c2C(N)=O)CCCC3)cc1	-11.5%
72	COc1cccc2c(C)cc3nnc(SCC(=O)Nc4ccc(C)cc4)n3c12	-1.9%
73	COC(=O)c1ccc(OCC2c3cc(OC)c(OC)cc3CCN2C(=O)c2ccccc2C)cc1 (stereo unspecified)	4.2%
74	O=C1COc2ccc(-c3cc(-c4ccccc4)c4c(n3)-c3cc(Cl)ccc3OC4)cc2N1	10.3%
75	O=C(CSc1oc(-c2ccc(F)cc2)nc1S(=O)(=O)c1ccccc1)NC1CCCCC1	3.9%
76	CCOC(=O)c1c(Nc2ccc(OCC)cc2)nnc(-c2ccccc2)c1-c1ccccc1	0.7%
77	CCOC(=O)c1c(NC(=O)/C=C/c2ccc(OC)c(OC)c2)sc(C(C)=O)c1C	-5.6%
78	CCc1nn2c(=O)cc(COC(=O)c3ccccc3NC(=O)C3CCCCC3)nc2s1	-0.5%
79	CN(C)c1ccc(CN(CC2CCCO2)C(=O)COc2ccc(Cl)cc2)cc1 (stereo unspecified)	2.1%
80	Cc1ccc(-n2ncc(C(=O)NCCc3c[nH]c4ccccc34)c2C2CCN(C(=O)OC(C)(C)C)CC2)cc1C	-17.4%
81	CCOC(=O)C(Cc1c[nH]c2ccccc12)NC(=O)COc1ccc(CC)cc1 (stereo unspecified)	-5.2%
82	Cc1ccn2c(Nc3c(C)cccc3C)c(-c3ccsc3)nc2c1	3.0%
83	O=c1[nH]c2ccc(NCc3ccc(-c4ccccc4)o3)cc2[nH]1	-6.5%
84	COc1ccc(CNC(=O)c2ccc(Sc3ccc(Cl)cc3)c(NC(C)=O)c2)c(OC)c1	1.4%
85	COc1cccc(NC(=O)Cn2c(=O)n(-c3ccccc3)c(=O)c3c4c(sc32)CCCC4)c1	4.0%
86	CCOc1ccc(CCNC(=O)c2ccc(-c3nc(COc4ccc(C)cc4)c(C)o3)cc2)cc1	0.8%
87	CCC1CN(C(=O)Nc2cccc(OC)c2)c2ccccc2O1 (stereo unspecified)	-9.3%
88	Cc1cccc(C)c1NC(=O)CCS(=O)(=O)c1ccc2c(c1)CC(C)N2C(=O)C1CC1 (stereo unspecified)	-9.8%

Some values from the results shown.
Sm TGR block, compound 82 reads 3.0%
Sm TGR block, compound 85 reads 4.0%
Sm TGR block, compound 84 reads 1.4%
Sm TGR block, compound 81 reads -5.2%
Sm TGR block, compound 86 reads 0.8%

Next part:
nr	structure	Sm TGR block
89	COc1ccccc1CNC(=O)CN1C(=O)CSc2c1c(C)nn2-c1ccccc1	2.1%
90	Fc1ccc(-c2noc3ncnc(NCCc4ccc(Cl)cc4)c23)cc1	-0.4%
91	O=C(Nc1ccccc1C(=O)OCc1cc(=O)n2c3c(sc2n1)CCCC3)c1cccc(Cl)c1	7.1%
92	CCN(CC)C(=O)Cn1cc(SCC(=O)Nc2cccc(C)c2)c2ccccc21	1.2%
93	CC1CCN(c2ccc(NC(=O)c3cccc(Cl)c3)cc2C(=O)O)CC1	-1.4%
94	Cc1c(F)cccc1NS(=O)(=O)c1cccs1	9.5%
95	CC1CCC(N2CC(=O)N(C3CCCC3)C(c3ccc(Cl)cc3)C2=O)CC1 (stereo unspecified)	2.4%
96	O=C(Cn1cc(S(=O)(=O)Cc2ccccc2Cl)c2ccccc21)Nc1cccc(C(F)(F)F)c1	6.7%
97	COc1ccccc1CCNC(=O)C(=O)NCC(c1cccs1)S(=O)(=O)c1ccccc1 (stereo unspecified)	-15.1%
98	O=C(Cn1cnc2c(oc3ccccc32)c1=O)Nc1ccc(OC(F)(F)F)cc1	6.9%
99	CSc1ccc(C2c3c(-c4ccccc4O)n[nH]c3C(=O)N2Cc2ccncc2)cc1 (stereo unspecified)	-5.2%
100	CC(=O)Nc1ccc(Nc2nc3c(S(=O)(=O)c4cccc(Cl)c4)nnn3c3ccsc23)cc1	-1.1%
101	COc1ccc(-c2nc(CSCC(=O)NCCc3ccccc3)c(C)o2)cc1	?
102	Cn1nnc2c(NCc3c(F)cccc3F)ncnc21	-0.2%
103	CC(C)c1ccc(NC(=O)CN(C)S(=O)(=O)c2ccc3c(c2)n(C)c(=O)c(=O)n3C)cc1	5.8%
104	CCc1ccc(Nc2nnc(-c3cc4cc(OC)ccc4oc3=O)s2)cc1	3.2%
105	O=C(COc1ccccc1F)NC1CC(=O)N(c2ccc3c(c2)OCCO3)C1 (stereo unspecified)	4.4%
106	Cc1cccc(N2CCN(C(=O)Cn3ncc4c3-c3ccccc3OC4)CC2)c1C	-4.0%
107	O=C(Nc1ccc(F)c(Cl)c1)N1CCN2CCCCC2C1 (stereo unspecified)	7.9%
108	CCn1c(C(=O)N2CCCC(C(=O)NCCCOC)C2)cc2sccc21 (stereo unspecified)	-2.4%
109	Cc1nnc2c(Nc3cccc(O)c3)nc3ccccc3n12	2.5%
110	COc1ccc(CNC(=O)CC(c2ccc(OC)c(OC)c2)N2Cc3ccccc3C2=O)cc1 (stereo unspecified)	-11.6%
111	COc1ccc(C)cc1NC(=O)C(CCSC)NS(=O)(=O)c1ccc2c(c1)oc(=O)n2C (stereo unspecified)	1.4%
112	CC(=O)c1ccc(NC(=O)c2cc3c([nH]c2=O)CC(c2ccccc2)CC3=O)cc1 (stereo unspecified)	-9.4%

Records 1 through 4, reprinted for reference:
nr	structure	Sm TGR block
1	CCc1ccccc1NC(=O)C1CCN(S(=O)(=O)c2ccc3[nH]c(=O)ccc3c2)CC1	7.6%
2	COc1ccc(NC(=O)CCCc2nc(-c3ccco3)no2)c(OC)c1	2.5%
3	CCOC(=O)C1CCN(S(=O)(=O)c2cc(-c3onc(C)c3C)ccc2C)CC1	5.9%
4	CCc1ccccc1NC(=O)CC1Sc2ccc(C(F)(F)F)cc2NC1=O (stereo unspecified)	?

Compound activity from PubChem BioAssay.
